Screening results from PubChem.
POLK inh: qHTS for Inhibitors of Polymerase Kappa; DNA polymerase kappa (Homo sapiens), Q9UBT6; purified Pol kappa, fluorescent DNA synthesis assay, 10 min; Potency, µM (series often up to 107 µM), for the others: at the highest dose activity, negative = inhibition, hits mostly inhibitors; actives 0.53% (n = 400,000); further: potency means the concentration at half of the fitted maximal effect; on the % scale 0 is the no-effect control and ±100 the full control effect
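Activity was followed as the change in fluorescence between reads at 0 and 10 min after starting the reaction with 50 nM substrate. Beforehand, 10 nM polymerase had been preincubated with compound for 15 min at room temperature.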
LDHA block: qHTS assay for inhibitors of human lactate dehydrogenase; purified LDHA, NADH/diaphorase-resazurin fluorescence; active compounds read low; activity change, % (values are at about 110 or 230 µM); actives 0.15% (n = 480,000); AID 1347041, 2019; in the data active means activity change below about -30%; inconclusive means mostly about -25% to -30%;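 further: plate controls were DMSO wells for no effect and wells without enzyme for full effect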
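Enzyme activity of human lactate dehydrogenase 5 (2 nM; 0.06 mM NADH, 0.2 mM pyruvate, 5 min, RT) is measured via a resazurin/diaphorase fluorescence readout of residual NADH.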
Glioma ERSR ind: qHTS for Inducers of the Endoplasmic Reticulum Stress Response (ERSR) in Human Glioma: qHTS; Potency, µM, for inactives: at the highest dose activation, most hits filed as activators; U87-MG GRP78 promoter luciferase reporter, 16 h; AID 602332, 2012; actives 0.02% (n = 420,000); further: potency means the concentration at half of the fitted maximal effect; series mostly up to about 76 µM; % of control where 0% means no effect; nearly all actives have a fitted effect of over 35% in size
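ERSR induction read as luciferase luminescence (Bright-Glo, 10 min at room temperature) in stably transfected human U87-MG glioma cells exposed to compounds for 16 h, using GRP78 as sensor.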
BLM helicase inh: qHTS Assay for Inhibitors of Bloom's syndrome helicase (BLM). RecQ-like DNA helicase BLM (Homo sapiens), P54132. recombinant BLM DNA unwinding, fluorescence dequenching. Potency, µM (titrated, usually from 56.1 µM), without a hit: at the highest dose activity change, negative = inhibition, hits mostly inhibitors. actives 0.2% (n = 350,000);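 further: potency means the concentration at half of the fitted maximal effect; plate controls were vehicle for no effect and no enzyme for full effect; nearly all actives have a fitted effect of over 35% in size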
Pol eta inh: qHTS for Inhibitors of Polymerase Eta; Potency, µM (doses to about 114 µM), for the others: at the top dose activity change, negative = inhibition, actives largely listed as inhibitors; actives 1.2% (n = 390,000); DNA polymerase eta (Homo sapiens), Q9Y253; recombinant Pol eta, fluorescent DNA replication assay; further: potency means the concentration at half of the fitted maximal effect; on the % scale 0 is the no-effect control and ±100 the full control effect
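Pol eta at 10 nM preincubated with compounds 15 min at room temperature; reaction started with fluorescent substrate (50 nM final) and read kinetically at 0 and 10 min.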
APEX1 inh: qHTS Assay for Inhibitors of the Human Apurinic/apyrimidinic Endonuclease 1 (APE1); actives 0.35% (n = 350,000); Potency, µM (titrated, usually from 65.8 µM), for inactives: at the highest dose activity change, negative = inhibition, hits mostly inhibitors; DNA repair nuclease/redox regulator APEX1 (Homo sapiens), P27695; recombinant APE1, TAMRA/BHQ-2 abasic DNA cleavage fluorescence;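 further: potency means the concentration at half of the fitted maximal effect; plate controls were vehicle for no effect and reference inhibitor for full effect; nearly all actives have a fitted effect of over 55% in size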
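Quantitative HTS: incision of a TAMRA/BHQ-2 double-stranded substrate bearing a tetrahydrofuran abasic site by 0.75 nM APE1 raises fluorescence. Substrate 50 nM final, added after 15 min compound preincubation at room temperature; progress as third-minus-first kinetic read difference.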
Apoferritin bind: qHTS Assay for Identification of Novel General Anesthetics. actives 0.074% (n = 350,000). AID 485281, 2010. Potency, µM (series often up to 77.5 µM), inactives show at the top dose activity change, negative = displacement, most hits filed as inhibitors. apoferritin/1-aminoanthracene competitive binding, fluorescence. Ferritin light chain (Equus caballus), P02791; further: potency means the concentration at half of the fitted maximal effect; on the % scale 0 is the no-effect control and ±100 the full control effect; nearly all actives have a fitted effect of over 20% in size
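Horse-spleen apoferritin (10 uM) in 50% saturated 1-aminoanthracene in PBS was incubated 10 min at room temperature with compound. Fluorescence (ex 380, em 535 nm) was normalized to free and bound 1-AMA, with concentration-response fitted by a four-parameter Hill equation.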
POLB inh: qHTS Assay for Inhibitors of DNA Polymerase Beta; P06746; AID 485314, 2010; actives 1.3% (n = 340,000); Pol beta primer extension/strand displacement, fluorescence kinetic; Potency, µM (doses to about 114 µM), for inactives: top-dose activity change, negative = inhibition, hits mostly inhibitors; further: potency means the concentration at half of the fitted maximal effect; on the % scale 0 is the no-effect control and ±100 the full control effect
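Reaction started by 50 nM substrate onto compound-treated Pol beta (10 nM, 15 min preincubation, room temperature); plates read at 0 min and 10 min. Normalized concentration-effect data fitted by four-parameter Hill equation.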
Pol iota inh: qHTS for Inhibitors of Polymerase Iota | AID 588590, 2011 | actives 1% (n = 390,000) | DNA polymerase iota (Homo sapiens), Q9UNA4 | Pol iota fluorescent replication assay, 10 min | Potency, µM (doses to about 115 µM), for the others: at the top dose activity, negative = inhibition, most hits filed as inhibitors; further: potency means the concentration at half of the fitted maximal effect
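Pol iota at 10 nM preincubated 15 min with compounds at room temperature; reaction started with fluorescent substrate, 50 nM final. Fluorescence read kinetically at 0 and 10 min; buffer-only wells as negative control.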
Starred values were filed as active, the others as inactive; ? = inconclusive; · = not tested or not shown; & = joins results of further samples; [ ] = dose if it differs, or a comment. Unless noted, the call rests on the fitted dose curve; in most records, active means well fitted curve in the direction sought with a large enough effect; inconclusive means small, poorly fitted or top-dose-only effect, or another doubt; inactive means no such curve, though single readings can be large; an effect the other way counts as inactive or inconclusive.

nr	structure	POLK inh	LDHA block	Glioma ERSR ind	BLM helicase inh	Pol eta inh	APEX1 inh	Apoferritin bind	POLB inh	Pol iota inh
1	COc1ccc(CNC(=O)C2CCN(C(=O)N3CCOc4ccc(Cl)cc43)CC2)cc1	-20%	0	-3%	-17%	-9%	·	-16%	1%	27%
2	Cc1ccc(Nc2nc(CSc3nnc(-c4ccccc4)n3C)cs2)cc1	-24%	-5	2%	-4%	-19%	-8%	?	0%	12%
3	Cn1c(=O)n(CCOc2ccc([N+](=O)[O-])cc2)c2ccccc21	0%	-1	7%	3%	-19%	17%	-13%	30%	54%[activator]
4	COc1ccccc1N(C(=O)c1snc(C(N)=O)c1N)C(C(=O)NC1CCCC1)c1ccc2ncccc2c1 (stereo not given)	-19%	-3	-2%	-6%	-19%	35%	-15%	21%	35%[activator]
5	Cc1sc2ncnc(N[C@@H](Cc3c[nH]c4ccccc34)C(=O)O)c2c1C	-15%	-4	-2%	-1%	-21%	-2%	4%	-27%	12%
6	Cc1c(C(=O)NCc2cccc(F)c2)oc2c1-c1[nH]ncc1CC2	-6%	26	-1%	-3%	-9%	·	-17%	10%	12%
7	COC(=O)c1ccc(N=Nc2ccccc2)cc1	-6%	1	3%	-6%	-7%	12%	-10%	33%	99%[activator]
8	CC(=O)N1CCN(c2nc(-c3ccco3)c3c(c2C#N)CC(C)(C)SC3)CC1	-17%	-8&7	-7%	-8%	?	1%	-4%	-3%	1%
9	CCOC(=O)N1CCN(C(=O)Cc2ccccc2[N+](=O)[O-])CC1	-8%	-2	6%	-2%	0%	31%	-9%	31%	1%
10	CC(O)C(=O)N/N=C/c1cccc2ccccc12 (stereo not given)	5%	-1	-1%	-1%	-15%	3%	-5%	-25%	22%
11	COc1ccccc1-c1nc(=S)c(C(C)=O)c(C)[nH]1	-13%	-4	-4%	-5%	-7%	-2%	-4%	3%	-22%[58.9 µM]
12	CCc1c2c(nc3ccc(O)cc13)-c1cc3c(c(=O)n1C2)COC(=O)[C@]3(O)CC	8%[60.1 µM]	·	2%	2%	·	8%	187%[activator]	·	·
13	Nc1nonc1-n1nnc(C(=O)N/N=C/c2ccccc2Cl)c1CN1CCOCC1	3%	0	-1%	2%	-6%	19%	7%	-19%	6%
14	COc1cccc(C2C(C(=O)c3cc4ccccc4o3)=C(O)C(=O)N2c2cc(C)on2)c1OC (stereo not given)	-13%	-7	?	0%	-13%	-5%	-19%	8%	9%
15	OCC1(Cc2ccccc2C(F)(F)F)CCN(Cc2ccccc2)CC1	4%	-1	-3%	1%	-21%	3%	-13%	?	-7%
16	CC(=O)Nc1ccc(S(=O)(=O)NCCNc2ccccc2[N+](=O)[O-])cc1	-12%	-12	-1%	-6%	-8%	4%	-9%	5%	10%
17	COc1cc2cc(C)nc(Cc3cccc4ccccc34)c2cc1OC	-18%	4	-3%	-8%	-5%	-7%	-16%	-2%	72%[activator]
18	O=S(=O)(Nc1ccc(F)cc1)N1CCCCCC1	3%	-7	-6%	-1%	-24%	6%	?	4%	10%
19	NS(=O)(=O)c1ccc(N/N=C/c2cn(-c3ccccc3)nc2-c2cccs2)cc1	1%	1	-1%	-7%	-15%	25%	33%[activator]	0%[57.1 µM]	-3%
20	COc1ccccc1NC(=O)CCN1C(=O)C2CC=C(Cl)CC2C1=O (stereo not given)	-5%	-1	-6%	0%	-2%	-3%	-12%	27%	11%
21	O=C1CN(S(=O)(=O)c2cc(Cl)ccc2Cl)c2ccccc2N1	4%	5	-3%	-1%	-18%	9%	-15%	2%	67%[activator]
22	Cc1ccc(NC(=S)NCCN(C2CCCCC2)C2CCCC2)cc1C	1%	-1	-4%	-1%	-23%	-2%	-15%	-11%	29%
23	CCOc1ccc2c(=O)c(Oc3ccccc3OCC)coc2c1	-14%	1&-3	8%	-4%	-6%	?	-2%	-17%	89µM*
24	CC1CCCC(NC(=O)COC(=O)CSc2ccc3ccccc3c2)C1C (stereo not given)	-21%	2	-8%	-7%	-15%	17%	?	5%	10%
25	OCCCc1ccccc1	16%[60.1 µM]	·	16%&-5%	5%	·	24%	11%	·	·
26	Cc1noc(C)c1COc1ccc(C(=O)NCc2cccs2)cc1	-17%	-3	-3%	·	-5%	25%	·	·	61%[activator]
27	O=C(O)c1ccc(N=C2SCC(=O)N2Cc2ccccc2)cc1	3%	1	-3%	2%	-20%	3%	1%	28%	19%
28	COC(=O)CC1=C(C)C(=O)CC2C(C)(C)CCCC12C (stereo not given)	-3%	-15	-2%	-1%	1%	1%	?	3%	8%
29	CCOc1ccc(OCC)c(NC(=O)CN(C)S(=O)(=O)c2cccc3nsnc23)c1	-6%	6	-5%	2%	-12%	-15%	?	40%	?
30	O=C(O)CC1=C(O)C(=O)N(c2ccccc2)C1c1ccccc1 (stereo not given)	6%	-5	-3%	3%	-10%	15%	3%	19%	-3%

Given with one line to a screen: entries from further up.
[23] CCOc1ccc2c(=O)c(Oc3ccccc3OCC)coc2c1
[5] Cc1sc2ncnc(N[C@@H](Cc3c[nH]c4ccccc34)C(=O)O)c2c1C

Compound | 23 | 5
POLK inh | -14% | -15%
LDHA block | 1&-3 | -4
Glioma ERSR ind | 8% | -2%
BLM helicase inh | -4% | -1%
Pol eta inh | -6% | -21%
APEX1 inh | ? | -2%
Apoferritin bind | -2% | 4%
POLB inh | -17% | -27%
Pol iota inh | 89µM* | 12%

In the list so far, three contain an NH in an aromatic ring:
nr	structure	POLK inh	LDHA block	Glioma ERSR ind	BLM helicase inh	Pol eta inh	APEX1 inh	Apoferritin bind	POLB inh	Pol iota inh
5	Cc1sc2ncnc(N[C@@H](Cc3c[nH]c4ccccc34)C(=O)O)c2c1C	-15%	-4	-2%	-1%	-21%	-2%	4%	-27%	12%
6	Cc1c(C(=O)NCc2cccc(F)c2)oc2c1-c1[nH]ncc1CC2	-6%	26	-1%	-3%	-9%	·	-17%	10%	12%
11	COc1ccccc1-c1nc(=S)c(C(C)=O)c(C)[nH]1	-13%	-4	-4%	-5%	-7%	-2%	-4%	3%	-22%[58.9 µM]

Following part:
nr	structure	POLK inh	LDHA block	Glioma ERSR ind	BLM helicase inh	Pol eta inh	APEX1 inh	Apoferritin bind	POLB inh	Pol iota inh
31	CCOC(=O)c1c(C)n(-c2ccc(F)cc2)c2ccc(O)cc12	-1%	3	-7%	-4%	-11%	25%	-4%	-1%	5%
32	O=C1C2CC=CCC2C(=O)N1CNc1ccccc1 (stereo not given)	-18%	-6	-6%	3%	-10%	9%	-9%	37%	-3%
33	CN(Cc1nc(-c2cccs2)no1)CC1(N2CCOCC2)CCCCC1	-7%	0	0%	-1%	-19%	1%	-6%	?	9%
34	CCN(CC)CCN1C(=O)C(=O)/C(=C(/O)c2ccc(OC)cc2)C1c1ccco1 (stereo not given)	-5%	-4	-2%	-14%	9%	5%	-10%	10%	42%[activator]
35	O=C(CCc1nc2ccccc2c(=O)[nH]1)OCc1ccc(-c2ccccc2)cc1	11%	-1	-4%	-2%	-13%	-3%	-9%	21%	9%
36	NC1=NC(=O)/C(=C/c2ccc(Cl)cc2Cl)S1	2%	-8	-2%	-9%	-24%	-13%	-4%	?	45%[activator]
37	O=C(COc1cccc(Cl)c1)Nc1ccc2c(c1)CCC2	-6%	-1	4%	-9%	?	3%	3%	5%	11%
38	COC(=O)c1ccccc1NC(NC(=O)c1ccco1)C(=O)c1ccccc1 (stereo not given)	-9%	-6	0%	-7%	5%	4%	-19%	3%	22%
39	CC(C)Cc1nnc(NC(=O)c2cccc(S(=O)(=O)N3CCOCC3)c2)s1	-10%	-4	-4%	·	-19%	17%	·	·	25%
40	CN1CCN(NC(=O)c2ccc(Cl)s2)CC1	-6%	-6	-3%	4%	4%	-8%	-5%	40%	66%[activator]
41	Cc1ccc(-n2c(SCC(=O)Nc3ccc(C(=O)O)cc3)nnc2-c2ccncc2)cc1	-9%	-2	-4%	1%	-11%	9%	7%	44%	27%
42	COc1ccccc1CNc1ncccn1	-24%	-22	1%	-7%	0%	-13%	-1%	36%	3%
43	COc1ccc(C2(NC(C)=O)CCN(C(=O)CCC(=O)O)CC2)cc1	-2%	-3	-5%	-1%	-13%	0%	2%	7%	7%
44	COc1ccc(N(C(C)=O)S(=O)(=O)c2cc(OC)ccc2OC)cc1	-10%	1	-4%	-3%	-12%	-3%	-8%	2%	-3%
45	O=C(Nc1ccc2c(c1)OCO2)c1ccc(Br)s1	-9%	4	0%	-7%	-16%	0%	7%	1%	60%[activator]
46	CC(=O)N1CCCc2cc(S(=O)(=O)Nc3ccccc3C)ccc21	-10%	-4	-3%	-1%	-13%	3%	3%	20%	-1%
47	CCc1noc(C)c1C(=O)OCC(=O)NC(C)c1ccccc1 (stereo not given)	-21%	-8	-4%	·	-1%	0%	·	·	2%
48	Cn1c(=O)c2c(nc(Sc3ncccn3)n2Cc2ccc(Cl)cc2)n(C)c1=O	-13%	-4&4	-6%	-1%	-4%	9%	-19%	14%	-4%
49	Cc1nc(N2CCN(S(=O)(=O)c3ccccc3)CC2)c2c3c(sc2n1)CC(C)CC3 (stereo not given)	0%	2	-5%	-1%	-10%	12%	-7%	-1%	2%
50	Cc1nn(Cc2cccc(C(=O)NC34CC5CC(CC(C5)C3)C4)c2)c(C)c1Br	-15%	3	-4%	-6%	-5%	-3%	2%	17%	2%
51	Cc1cccc(NC2=NC(=S)N(c3cccc(C(=O)O)c3)C23CCCCC3)c1	-9%	-4	-1%	1%	-12%	0%	-3%	10%	2%
52	COc1ccc(C(=O)N2CCC[C@@]3(CCN(Cc4ccncc4)C3)C2)cc1	-6%[60.1 µM]	·	-3%	-2%	·	-2%	·	·	·

Some of the compounds tested (hit frequency here may not be typical).
